MLL CXXC-DNA inh: inhibitors of human MLL CXXC domain-DNA interaction | MLL-CXXC / FITC-HOXA9 DNA fluorescence polarization | Potency, µM (top dose mostly 115 µM), inactives show top-dose activity change, negative = inhibition, most hits filed as inhibitors | 290,000 tested, 0.037% active; active = well fitted inhibition curve with a large enough effect in the polarisation, with a control signal flat, not every such curve was filed as active; inconclusive = small, poorly fitted or top-dose-only effect, or effect the other way, or a change in a side signal; inactive = no such curve, though single readings can be large or run the other way; the % refers to the polarisation; also: potency is read from the fitted curve at half-maximal effect
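Purified MLL-CXXC (added from a 7 uM solution) was preincubated 5 min at ambient with pinned compounds in 50 mM Tris-HCl pH 7.5, 50 mM NaCl, 1 mM DTT, 0.05% BSA. Fluorescein-labeled HOX-A9 DNA (50 nM solution) followed, 30 min, then polarization read.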
Integrin act MD: integrin-mediated muscular dystrophy alleviation activation | AID 624291 | 350,000 tested, 0.064% active | Potency, µM (series often up to 38.3 µM), for the others: at the top dose activation, usual class: activators | alpha7betagal myoblasts, beta-gal FDG fluorescence, 48 h;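 also: potency is read from the fitted curve at half-maximal effect; 100% = response of the positive control SU9516; nearly all actives have a fitted effect of over 60% in size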
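alpha7betagal+/- myoblasts (passage 13, 250/well) treated 48 h at 37C with compounds at 1:260 dilution of DMSO stock. Lysed, then beta-galactosidase activity read as FDG fluorescence (ex 480/em 540) after 30 min, with pre-read for autofluorescence.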
MBNL1-CUG inh: MBNL1-poly(CUG) RNA binding inhibition | AID 2675 | Q9NR56 | TR-FRET MBNL1-His/biotin-(CUG)12 binding, 665/545 ratio | 280,000 tested, 0.036% active | Potency, µM (top dose mostly 57.5 µM), for inactives: at the top dose activity change, negative = inhibition, hits mostly inhibitors; active = well fitted inhibition curve with a large enough effect in the signal ratio, with a control signal flat, not every such curve was filed as active; inconclusive = small, poorly fitted or top-dose-only effect, or effect the other way, or a change in a side signal; inactive = no such curve, though single readings can be large or run the other way; the % refers to the signal ratio; also: potency is read from the fitted curve at half-maximal effect; % is scaled to controls: 0 for no effect and ±100 for the full control effect
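His-tagged MBNL1 binding to biotinylated (CUG)12 RNA was measured by TR-FRET using terbium anti-His antibody (0.055 ng/ul final) and streptavidin-XL665 (5 nM final). Compounds were titrated 92 nM to 58 uM; 60 min at room temperature.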
A-T KAP1 phos: candidate therapy for ataxia-telangiectasia; […] A-T fibroblasts, KAP-1 phosphorylation AlphaLISA; neocarzinostatin DNA damage 30 min before lysis; Potency, µM (doses to about 57.5 µM), for the others: top-dose activation, actives largely listed as activators; 320,000 tested, 0.19% active; AID 485349; also: potency is read from the fitted curve at half-maximal effect; % of control where 0% means no effect; nearly all actives have a fitted effect of over 45% in size
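hTERT-immortalized A-T patient fibroblasts ([…]), 500 cells/well in OPTI-MEM, 1% FBS, got compounds for 60 min, then NCS for 30 min at 37C. Lysates were then assayed for phospho-KAP-1 by AlphaLISA (anti-pKAP1 donor, anti-KAP1 acceptor beads), 6 hr at 25C.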
PTAP TSG101 blk: blocks PTAP/TSG101 interaction to inhibit HIV-1 budding; 340,000 tested, under 10 active; Potency, µM (series often up to 115 µM), inactives show at the top dose activity change, negative = inhibition, most hits filed as inhibitors; Q99816; Fluorescence polarization, FITC-PTAP peptide / Tsg101 binding; active = well fitted inhibition curve with a large enough effect in the main read-out, with a control signal flat, not every such curve was filed as active; inconclusive = small, poorly fitted or top-dose-only effect, or effect the other way, or a change in a side signal; inactive = no such curve, though single readings can be large or run the other way; also: potency is read from the fitted curve at half-maximal effect; % of control where 0% means no effect
Target sequence (Q99816 whole entry, looked up): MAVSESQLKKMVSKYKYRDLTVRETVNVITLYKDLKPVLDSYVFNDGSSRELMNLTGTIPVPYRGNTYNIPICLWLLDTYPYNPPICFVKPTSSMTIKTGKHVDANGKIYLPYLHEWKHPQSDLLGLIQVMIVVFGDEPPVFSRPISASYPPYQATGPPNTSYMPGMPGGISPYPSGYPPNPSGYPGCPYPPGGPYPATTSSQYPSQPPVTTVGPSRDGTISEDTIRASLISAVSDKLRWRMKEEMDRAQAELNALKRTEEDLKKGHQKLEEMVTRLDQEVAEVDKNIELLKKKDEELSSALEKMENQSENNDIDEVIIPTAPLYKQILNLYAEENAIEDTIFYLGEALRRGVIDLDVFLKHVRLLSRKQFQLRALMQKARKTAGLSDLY
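Compounds were pin-transferred onto Tsg101 binding domain (10 uM final) in HEPES pH 7.5 buffer, then FITC-PTAP peptide was added at 50 nM final. After 20 min at RT, polarization reported peptide displacement across a qHTS concentration series.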
TSHR antag: antagonists of human thyroid stimulating hormone receptor; P16473; TSHR-expressing cells, TSH-stimulated cAMP HTRF, 2 h; active compounds read low; activity change, negative = inhibition, % at 11.5 µM; 330,000 tested, 0.2% active; AID 504810;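 active = activity change below a set negative limit, meaning inhibition stronger than a set level, cut at about -70% in these data; inconclusive = activity change between two set negative limits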; also: % is scaled to controls: 0 for no effect and ±100 for the full control effect
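Antagonism was scored as loss of TSH-driven cAMP in TSHR cells, stimulated with 4nM TSH (EC80) for 2 hours at 37 deg C and detected by homogeneous HTRF competition immunoassay.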
Menin MLL FP TR: menin-MLL binding inhibition, Texas Red mutant peptide; O00255; Menin + Texas Red MLL mutant peptide, fluorescence polarization; Potency, µM (doses to about 61.6 µM), without a hit: top-dose FP activity change, negative = inhibition, usual class: inhibitors; 270,000 tested, 0.23% active; AID 1768; active = well fitted inhibition curve with a large enough effect in the polarisation, with a control signal flat, not every such curve was filed as active; inconclusive = small, poorly fitted or top-dose-only effect, or effect the other way, or a change in a side signal; inactive = no such curve, though single readings can be large or run the other way; the % refers to the polarisation; also: potency is read from the fitted curve at half-maximal effect; % of control where 0% means no effect; many of its hits are not listed in these tables
Target sequence (O00255 whole entry, looked up): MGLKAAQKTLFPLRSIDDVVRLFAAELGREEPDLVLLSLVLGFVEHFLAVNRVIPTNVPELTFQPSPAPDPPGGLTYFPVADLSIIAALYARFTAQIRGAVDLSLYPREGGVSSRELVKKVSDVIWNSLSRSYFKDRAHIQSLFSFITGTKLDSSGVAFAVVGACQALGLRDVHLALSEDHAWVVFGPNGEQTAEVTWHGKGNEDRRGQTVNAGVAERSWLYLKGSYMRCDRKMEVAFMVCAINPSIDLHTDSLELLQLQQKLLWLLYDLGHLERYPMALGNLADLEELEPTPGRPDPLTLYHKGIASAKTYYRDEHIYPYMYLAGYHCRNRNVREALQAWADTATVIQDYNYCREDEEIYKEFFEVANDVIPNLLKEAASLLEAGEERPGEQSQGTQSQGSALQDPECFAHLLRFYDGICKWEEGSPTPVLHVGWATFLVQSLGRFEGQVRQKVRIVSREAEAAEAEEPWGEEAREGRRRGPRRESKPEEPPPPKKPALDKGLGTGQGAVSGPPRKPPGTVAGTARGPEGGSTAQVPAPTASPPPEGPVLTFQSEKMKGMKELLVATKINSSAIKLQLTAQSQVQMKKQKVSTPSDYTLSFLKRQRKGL
Mito fusion act: mitochondrial division inhibition or fusion activation. S. cerevisiae fusion-defective mutant growth rescue, CellTiterGlo 48 h. Potency, µM (titrated, usually from 46.1 µM), inactives show at the highest dose growth rescue (activation), actives largely listed as activators. 320,000 tested, 0.23% active. AID 485298;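 also: potency is read from the fitted curve at half-maximal effect; % of control where 0% means no effect; nearly all actives have a fitted effect of over 45% in size; temperature-sensitive fusion mutants such as fzo1-1 at 37 °C on non-fermentable ethanol glycerol medium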
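S. cerevisiae fusion-defective temperature-sensitive mutants (e.g. fzo1-1, mgm1-5) grown 48 h at 37C in YPEG (ethanol/glycerol non-fermentable) medium with 23 nl compound per well; growth rescue read as CellTiterGlo luminescence.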
ASM inhibitor: inhibitors of human secretory acid sphingomyelinase; AID 504937; P17405; placental ASM, HMU-PC fluorogenic substrate, 60 min; 340,000 tested, 0.006% active; Potency, µM (top dose mostly 57.5 µM), inactives show at the top dose activity change, negative = inhibition, usual class: inhibitors; also: potency is read from the fitted curve at half-maximal effect
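Fluorescence read-out (Ex 386 nm, Em 447 nm) after stopping the reaction at pH 10. Enzyme: ASM from human placenta; substrate HMU-PC0, 9 uM final; 60 min, 37 °C. Compound preincubation 10 min, ambient temperature.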
TCR activator: T cell receptor activation; primary human leukocytes, anti-CD3, IL-2 HTRF, 48 h; 330,000 tested, under 10 active; AID 504894; Potency, µM (titrated, usually from 9.22 µM), without a hit: at the highest dose activation of IL-2 secretion, most hits filed as activators; also: % of control where 0% means no effect
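Primary human leukocytes were stimulated with a-CD3 beads plus compounds for 48 hr without co-stimulation; secreted IL-2 was quantified by HTRF using a-IL-2-K (europium cryptate) and a-IL-2-d2, excited at 320nm with acceptor emission read at 665nm.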
Active calls of the source: *; ? = inconclusive; nt = not tested or not shown; [ ] = remark or other dose. Unless noted, calls follow the shape of the dose curve; as a rule, active = well fitted curve in the direction sought with a large enough effect; inconclusive = small, poorly fitted or top-dose-only effect, or another doubt; inactive = no such curve, though single readings can be large; an effect the other way counts as inactive or inconclusive. A portion of the library. The share of hits here may be higher or lower than overall.

SMILES	MLL CXXC-DNA inh	Integrin act MD	MBNL1-CUG inh	A-T KAP1 phos	PTAP TSG101 blk	TSHR antag	Menin MLL FP TR	Mito fusion act	ASM inhibitor	TCR activator
COc1cc(C=O)ccc1OC(=O)c1ccncc1	2%	?	4%	6%	0%	11	-1%	-5%	4%	-2%
CCOC(=O)c1cnn(-c2ccccc2)c1NC(=O)CSc1nnc(-c2cccs2)n1CC	-12%	13%	2%	nt	-2%	5	2%	-3%	-2%	7%
CCc1ccc(NC(=O)C2CCN(S(=O)(=O)c3cnc[nH]3)CC2)cc1	-3%	28%	2%	4%	-3%	-1	12%	-4%	1%	2%
CC(=O)C1=C(C)NC(=O)NC1c1cc(Br)ccc1OCC#N (stereo not drawn)	-6%	22%	-17%	0%	-3%	0	-2%	-2%	-2%	-2%[46.1 µM]
COc1cc(C(=O)OCC(=O)NC2CC2)ccc1OCCC(C)C	nt	?	nt	-14%	-8%	-12	nt	1%	-1%	-13%
CC(=O)NC(CC(C)C)C(=O)NC(Cc1ccccc1)C(=O)CCl (stereo not drawn)	nt	-49%[inhibitor]	nt	nt	-2%	nt	nt	nt	2%	-3%
O=C(CSc1nc2c(c(=O)n1-c1ccc(Cl)cc1)SCC2)N1CCOCC1	-6%	7%	?	1%	-7%	5	-17%	6%	1%	1%
CCN(CC)S(=O)(=O)c1ccc(C)c(NC(=S)Nc2cccc(S(=O)(=O)N3CCCCCC3)c2)c1	-3%	-17%	nt	-5%	-1%	24	9%	-1%	0%	-8%
Cc1ccc(C(=O)COC(=O)CN2C(=O)C3C4CC(C(Br)C4Br)C3C2=O)cc1 (stereo not drawn)	0%	13%	-4%	5%	-3%	-17	21%	-2%	-9%	-2%
Cc1cc(OCC(=O)N(C)C)c2c(-c3ccccc3)cc(=O)oc2c1	1%	-3%	?	3%	-1%	4	5%	1%	-1%	1%
CCN(CC)c1ccc(NC(=O)c2cncc(Br)c2)cc1	-5%	23%	1%	3%	-4%	-1	-3%	7%	-5%	-2%
CC12CC(NC(=O)N1c1cccc(C(=O)N3CCN(c4ccccc4)CC3)c1)c1ccccc1O2 (stereo not drawn)	1%	-5%	0%	-3%	-4%	3	?	2%	-2%	10%
CCOC(=O)c1c(C)n(C)c2cc([N+](=O)[O-])c(O)c([N+](=O)[O-])c12	3%	18%	nt	-8%	-1%	3	nt	5%	-2%	6%
CC(=O)c1cccc(N(CC(=O)N2CCCC2)S(C)(=O)=O)c1	2%	6%	1%	9%	-1%	1	6%	1%	1%	nt
Nc1nonc1-n1nnc(C(=O)N/N=C/c2ccccc2F)c1CN1CCc2ccccc21	-11%	27%	0%	-2%	0%	0	?	5%	-16%	-5%
Cc1cc(C)cc(-n2c(SC(C)C(=O)NCc3ccc4c(c3)OCO4)nc3ccccc3c2=O)c1 (stereo not drawn)	5%	-7%	5%	-1%	-2%	-12	-7%	20%	-2%	-5%[46.1 µM]
Cc1ccc(C(=O)O)cc1NS(=O)(=O)c1ccc2c(c1)oc(=O)n2C	27%	?	-7%	0%	-2%	1	-3%	-1%	3%	1%
CCN(CC)CCn1c(N)nc2ccccc21	-11%	11%	-13%	-2%	-1%	13	nt	5%	6%	-3%
CCNC(=O)C(C)NC(=O)C1=NN(c2ccccc2)C(=O)CC1 (stereo not drawn)	-7%	15%	-2%	-1%	-1%	5	15%	1%	3%	3%
C=C1c2cc(C)ccc2NC(=O)N1c1ccccc1	-3%	9%	-17%	6%	-5%	-7	-1%	-3%	36%	2%
Cc1ccc(C)c(C(=O)COc2ncnc3ccccc23)c1	-19%	7%	0%	0%	-1%	-3	8%	-3%	0%	nt
COC(=O)C1C(=O)OC(C)(C)C1C(C)C(=O)c1ccccc1 (stereo not drawn)	4%	-3%	-9%	0%	-4%	1	-1%	0%	-2%	-3%
COc1ccc(NC(=O)CN2CCC(C(N)=O)(N3CCCCC3)CC2)cc1	8%	6%	-2%	0%	-4%	-5	1%	-4%	3%	-2%
CCOC(=O)C1=C(CC)Nc2ccccc2N/C1=N\S(=O)(=O)c1ccccc1F	nt	15%	nt	-6%	-1%	-6	nt	1%	6%	nt
CC(C)NC(=O)C1CCN(C(=O)c2ccc(-c3ccccc3)cc2)CC1	6%	20%	8%	nt	-3%	nt	-25%	-3%	5%	4%
SMILES	MLL CXXC-DNA inh	Integrin act MD	MBNL1-CUG inh	A-T KAP1 phos	PTAP TSG101 blk	TSHR antag	Menin MLL FP TR	Mito fusion act	ASM inhibitor	TCR activator
O=C(Nc1ccnn1C1CCN(Cc2cc(Cl)ccc2O)CC1)C1CC1	-15%	-37%	-3%	8%	-2%	19	-1%	-9%	-1%	-1%
CCCC(=O)Nc1nc2c(c(=O)[nH]1)CCCC2	5%	-18%	0%	4%	-6%	-5	-2%	0%	0%	-22%
CCn1c(SCC(=O)c2ccc(Cl)cc2)nnc1-c1cccs1	5%	-25%	11%	4%	-6%	-7	-16%	2%	-2%	-5%
CCNc1nc(NCC)nc(C(=O)NN)n1	0%	4%	13%	6%	-1%	5	?	0%	2%	8%[46.1 µM]
CC1(C)CC(=O)c2cnc(N)nc2C1	-6%	-16%	0%	-6%	-12%	10	3%	5%	-4%	nt
COc1ccccc1/C=C1/C(=O)N(c2ccc([N+](=O)[O-])cc2)N=C1C	?	6%	2%	-1%	-5%	4	?	-6%	1%	10%
CN(CCOc1ccc(Cl)cc1)Cc1cccc(S(=O)(=O)N(C)C)c1	-4%	-15%	-5%	2%	-2%	-7	-5%	0%	3%	-3%
Cc1cccc(NC(=O)CC2C(=O)NCCN2C(=S)Nc2ccccc2)c1 (stereo not drawn)	0%	27%	-11%	-1%	0%	22	?	-7%	-9%	-3%
COC(=O)c1ccc(C23CC4(C2)[C@H](CN(CC2CCCCC2)[C@@H]4c2ccccc2)C3c2ccc(Cl)nc2)cc1 (stereo partly drawn)	17%	1%	-1%	?	4%	23	-10%	?	0%	-3%
CCc1ccc(NC(=O)CSc2nc3cc(C(=O)OC)ccc3c(=O)n2CC2CCCO2)cc1 (stereo not drawn)	-1%	-1%	-5%	nt	-1%	-4	-3%	-1%	-1%	2%
COc1cccc(-c2sc3ccccc3c2-c2ccc(OCCN(C)C)cc2)c1	nt	-5%	nt	-4%	nt	0	nt	nt	-18%	2%
COCc1c(C(=O)OCC(=O)N2c3ccccc3CC2C)oc2ccccc12 (stereo not drawn)	1%	?	-4%	3%	-12%	0	2%	0%	5%	0%
Cc1cc(C(C)(C)C)cc(C)c1CCNC(=O)c1ccc[n+]([O-])c1	-3%	6%	-1%	-6%	-6%	0	-15%	12%	-4%	3%
O=C(CSc1ccc(-c2ccccn2)nn1)NCc1ccc(F)cc1	-8%	-51%[inhibitor]	6%	0%	-1%	9	4%	-8%	3%	0%
CCc1c(C)nc(SCC(=O)CC(=O)OC(C)C)c(C#N)c1C	2%	25%	11%	1%	-4%	-8	5%	1%	36%	0%
CCC(=O)c1ccc(OCC(O)Cn2cnc3ccccc32)cc1 (stereo not drawn)	-7%	-11%	4%	7%	-1%	-4	-4%	-1%	-3%	0%
Cc1csc(Nc2ccccc2)[n+]1-c1ccccc1	-4%	0%	4%	-5%	-4%	2	-10%	1%	6%	0%
CCc1cccc(NS(=O)(=O)c2ccc3c(c2)NC(=O)CC(=O)N3)c1	-8%	?	-6%	-1%	-1%	-3	14%	-5%	4%	-1%
CSCC[C@H](NC(=O)NCc1ccccc1F)C(=O)O	22%	21%	4%	3%	-7%	-3	2%	-7%	6%	0%
O=C(O)c1ccc(-c2ccccc2)[nH]1	11%	0%	9%	0%	-4%	-11	-4%	7%	3%	1%
NC(=O)c1ccc(NC(=O)Cc2csc(-c3ccccc3)n2)cc1	-1%	4%	25%	1%	-1%	5	?	2%	-4%	-3%
Cc1nc2ccccn2c1C(=O)N/N=C/c1ccc2c(c1)OCO2	5%	-6%	27%	-15%	0%	8	-16%	-3%	-1%	4%[46.1 µM]
Cn1c(=O)c2cn3ncccc3c2n(C)c1=O	6%	nt	?	-8%	nt	-3	-1%	1%	nt	nt
CC(=O)N(c1ccccc1)c1nc2ccccc2s1	nt	4%	nt	nt	-1%	nt	nt	nt	3%	3%

Compound activity: PubChem BioAssay, National Center for Advancing Translational Sciences (NCATS)
